# XiGFP reactiv: reactivates the inactive X chromosome in mouse fibroblasts. XiGFP mouse fibroblasts, % GFP-positive cells imaging, 3 d; cells co-treated with 5-aza-dC sensitizer; scaled so ellipticine positive control = 100%. activation, % at 7.58 µM. hit rate 0.055% among 360,000;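 active = mean normalized replicate activation at least 10% and every replicate at or above 10%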;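 note: 0% = median of on-plate neutral control wells and 100% = ellipticine 6 µM median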
#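 Schedule: 3 d treatment, 15 min room-temperature fixation; system: 68-5-11 XiGFP fibroblast line; buffer or medium: DMEM plus 5-aza-dC sensitizer; control set: ellipticine 6 µM positive control; compound: one concentration, pinned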
# RAD54 inh: blocks human RAD54 Holliday junction branch migration | Q92698 | FAM/BHQ fluorescence | inhibition, % at 10.4 µM | hit rate 0.14% among 360,000;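 active = mean normalized replicate activity at least 40 and at least half of replicates scoring 40 or more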;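 note: 0% = median of neutral control wells and 100% = median of positive control wells; inhibitors cause a drop in the FAM fluorescence signal; in these data hits start at about 50%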
# S100A4 inh HTS: inhibitors of human S100A4 binding to myosin IIA peptide. S100A4/TAMRA-MyoIIA peptide fluorescence polarization. inhibition, % at 10.7 µM. hit rate 0.14% among 360,000. AID 652163;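 active = mean inhibition of at least 70% across replicates, with every replicate also reaching that level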
#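 Material: S100A4 monomer protein / Buffer or medium: 50 mM HEPES pH 7.2, 10 mM CaCl2, 100 mM KCl / Times: 5 min incubation before reading / Benchmarks: neutral control DMSO, positive control TFP / Reagent: labelled myosin peptide probe, 5 nM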
# ERAP1 HTS inh: blocks human ERAP1 aminopeptidase activity; Q9NZ08; hit rate 0.15% among 340,000; inhibition, % at 10.7 µM; recombinant ERAP1, Leu-AMC fluorescence, 60 min;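 active = mean replicate inhibition of at least 30%, or all replicates individually reaching that 30% level; inactive = mean below 30% and not every replicate reaching it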;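 note: 0% = neutral control wells and 100% = L-leucinethiol positive control wells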
# Target sequence (Q9NZ08 whole entry, looked up): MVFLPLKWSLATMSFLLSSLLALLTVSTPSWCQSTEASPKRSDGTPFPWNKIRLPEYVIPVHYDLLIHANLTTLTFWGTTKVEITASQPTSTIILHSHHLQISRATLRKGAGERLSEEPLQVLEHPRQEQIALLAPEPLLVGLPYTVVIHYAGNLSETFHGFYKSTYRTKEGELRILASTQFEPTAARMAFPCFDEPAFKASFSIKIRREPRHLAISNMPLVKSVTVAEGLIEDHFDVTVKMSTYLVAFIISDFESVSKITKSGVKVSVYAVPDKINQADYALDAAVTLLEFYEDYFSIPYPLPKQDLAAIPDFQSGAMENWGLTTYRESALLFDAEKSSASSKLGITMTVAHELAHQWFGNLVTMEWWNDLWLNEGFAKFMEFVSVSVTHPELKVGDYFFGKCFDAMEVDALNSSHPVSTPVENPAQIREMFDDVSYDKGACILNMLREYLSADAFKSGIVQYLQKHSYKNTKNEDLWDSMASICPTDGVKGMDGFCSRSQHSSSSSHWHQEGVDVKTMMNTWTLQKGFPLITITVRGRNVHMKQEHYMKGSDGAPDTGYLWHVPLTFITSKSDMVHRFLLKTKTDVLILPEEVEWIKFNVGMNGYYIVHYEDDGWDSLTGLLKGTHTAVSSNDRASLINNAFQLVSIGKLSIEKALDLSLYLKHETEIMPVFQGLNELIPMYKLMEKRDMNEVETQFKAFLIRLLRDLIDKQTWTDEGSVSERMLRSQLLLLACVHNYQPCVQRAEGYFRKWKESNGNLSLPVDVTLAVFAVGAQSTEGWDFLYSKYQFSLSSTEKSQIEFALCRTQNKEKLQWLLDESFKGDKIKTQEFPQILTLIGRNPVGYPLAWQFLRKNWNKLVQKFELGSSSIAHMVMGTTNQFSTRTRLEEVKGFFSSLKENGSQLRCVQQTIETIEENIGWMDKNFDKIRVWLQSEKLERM
# RAD52 inh: inhibitors of human RAD52 DNA annealing | inhibition, % at 18.7 µM | hit rate 0.46% among 360,000 | P43351 | recombinant RAD52 DNA annealing, FRET fluorescence;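 active = every replicate showing at least 50% inhibition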
# E-selectin induc: E-selectin induction on HUVECs. P16581. HUVEC E-selectin immunofluorescence imaging; normalized: neutral wells 0, TNF-alpha wells 100. activation, % at 7.58 µM. hit rate 0.37% among 260,000;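 active = mean E-selectin-positive cell signal at least 10% of the positive control, reached in at least 60% of replicates, without over 20% cell loss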;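 note: in these data hits start at about 27%; measured in HUVEC primary endothelial cells; signal is the percent of cells scored E-selectin positive by PE staining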
#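 Test system: HUVEC | Signal: Immunofluorescence imaging | Read-out: Percent E-selectin-positive cells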
# ERp5 block: inhibitors of human ERp5 | inhibition, % at 9.99 µM | hit rate 0.05% among 350,000 | ERp5 insulin aggregation, absorbance 650 nm, 90 min | AID 651711;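 active = mean replicate inhibition above about 25%, with every replicate also reaching it, limit read from the data, passing the limit was not always enough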
# esBAF inh: inhibitors of esBAF chromatin remodeling in mouse ES cells. Bmi1-luciferase knock-in reporter, 24 h; 100% = twice the neutral-well signal. reporter increase, % at 12.5 µM. hit rate 2% among 350,000; in the data active = activation above about 40%;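 note: 0% = median of the plate's neutral control wells and 100% = double that signal; a rise in the Bmi1 reporter signal indicates esBAF inhibition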
# Numbers without * were called inactive; · = no result given; & = joins results of further samples.
SMILES,XiGFP reactiv,RAD54 inh,S100A4 inh HTS,ERAP1 HTS inh,RAD52 inh,E-selectin induc,ERp5 block,esBAF inh
COc1ccccc1N1CCN(C(=O)C2CCCN(S(=O)(=O)c3ccc4c(c3)oc(=O)n4C)C2)CC1 (configuration not stated),0.0,-2,-5,-3,-8,11,-7,-7
COc1ccc2nc(NC(=O)c3cccc(N4C(=O)CCC4=O)c3)sc2c1,0.0,-12,-8,2,-9,0.1,1,6
COc1ccc(-c2csc(NC(=O)CSc3ccc(Br)cc3)n2)c(OC)c1,0.0,·,-1,2,3,·,6,·
CN1CCN(C(=O)C[C@H]2C[C@@H]3c4cc(NC(=O)Nc5ccc(C(F)(F)F)cc5)ccc4O[C@@H]3[C@H](CO)O2)CC1,3.5,10,18,1,16,-0.1,3,0
CNc1ccc(Cl)cc1C(N)=O,-0.1,-6,12,·,-6,·,2,-3
CCc1ccc(CN2CCCC(CNC(=O)c3cccc(OC)c3OC)C2)cc1 (configuration not stated),0.0,-6,-12,-1,-12,·,7,2
O=C(Nc1cccc(C(F)(F)F)c1)c1cncs1,0.0,9,-2,-2,1,·,5,-9
Fc1cccc(Cc2c(-c3cccc(Br)c3)nc3c(Cl)cc(C(F)(F)F)cn23)c1,0.0,4,-2,11,-7,-0.1,2,13
CS(=O)(=O)/C(C#N)=C/c1c(-c2ccccc2)nc2n1CCS2,-0.1,-6,7,·,-18,·,-1,·
COc1ccc(S(=O)(=O)Nc2cccc3c2O[C@@H](CN(C)Cc2ccncc2)[C@@H](C)CN([C@H](C)CO)C3=O)cc1,0.3,-2,-1,0,5,0.5,-3,-3
O=C(C[C@H]1CC[C@@H]2[C@H](COC[C@H](O)CN2Cc2cccc(C(F)(F)F)c2)O1)NCCc1ccncc1,0.0,0,6,-1,3,0.8,-4,-3
Cc1ccc([C@H]2N[C@]3(CCCN(CC4CCCCC4)C3=O)[C@H]3C(=O)N(C)C(=O)[C@@H]23)cc1,-0.2,-19,3,0,-8,0.0,0,4
O=C(C[C@@H]1CC[C@@H]2[C@H](COC[C@H](O)CN2CC2CCCCC2)O1)NCC1CC1,0.0,-1,2,0,8,0.0,2,1
CCN(C[C@@H]1[C@H](c2ccccc2)[C@@H](CO)N1CC1CC1)C(=O)c1ccccn1,-0.1,-5,-14,-2,-3,0.1,-8,-3
C[C@H](CO)N1C[C@H](C)[C@@H](CN(C)C(=O)C2CCC2)Oc2ncc(-c3ccccc3F)cc2C1=O,-1.3,-6,5,-3,7,0.7,-4,-1
COc1ccc(NC(=O)C2CCCN2S(=O)(=O)c2cccs2)c([N+](=O)[O-])c1 (configuration not stated),-0.1,1,2,0,-7,-0.2,5,-6
CC(C)(CCc1ccccn1)C(=O)CCCc1ccccn1,0.2,-3,2,1,-2,0.0,-4,4
Cc1cccc(C)c1OCC(=O)NNC(=O)Nc1ccc(Cl)cc1,·,9,0,-2,-9,·,2,-5
COc1ccc(NC(=O)CC2CCCC2)cc1OC,0.1,1,-14,2,10,·,5,-8
C[C@@H]1CN([C@H](C)CO)C(=O)c2ccccc2-c2ccccc2CO[C@@H]1CN(C)S(=O)(=O)CC(F)(F)F,·,1,0,-2,-2,·,-6,5
CC(C)CC#Cc1cnc2c(c1)C(=O)N([C@@H](C)CO)C[C@H](C)[C@@H](CN(C)Cc1cncnc1)O2,0.1,-4,8,0,-1,0.0,0,-4
COc1ccc2c3c([nH]c2c1)[C@H](CO)N(C(=O)Nc1cccc(F)c1)CC31CN(CC2CC2)C1,0.1,·,12,2,2,0.1,1,·
O=C(/C=C/c1ccc([N+](=O)[O-])cc1)N1CCN(Cc2ccccc2)CC1,-0.1,0,-1,-5,-11,1.2,0,6
COc1ccc(CNC(=O)CCSCc2cccc(Cl)c2)c(OC)c1,0.1,·,4,5,-3,·,-8,·
CCC(C)c1ccc(S(=O)(=O)N2CCN(CC(O)CN3CCOCC3)CC2)cc1 (configuration not stated),0.4,·,-21,-6,1,·,-3,-6
O=C(c1ccccc1)c1ccccc1C(=O)c1ccccc1,0.1&0.0,-5&-21,-2&2,0&1,-7&-11,2.5,3&-2,-1
Cc1oc2ccc(O)c(CN(C)C)c2c1C(=O)c1ccccc1,0.0,4,0,-5,-5,·,-4,6
CC(C)NC(=O)/C(C#N)=C/c1ccc(N(C)C)o1,3.0,·,-1,14,-257,·,·,·
C[C@@H]1CCCCO[C@H](CN(C)C(=O)Nc2cccc3ccccc23)[C@@H](C)CN([C@@H](C)CO)C(=O)c2cc(NC(=O)Cc3ccccc3)ccc2O1,-0.9,6,-11,-2,-14,-0.2,1,-1
C[C@H]1CCCCO[C@H](CN(C)Cc2ccncc2)[C@@H](C)CN([C@@H](C)CO)C(=O)c2cc(NS(=O)(=O)c3cccs3)ccc2O1,-0.2,-12,14,2,-5,-0.2,14,5
CCN1[C@@H]2Cn3c(ccc(-c4ccccc4F)c3=O)[C@H]1[C@@H](C(=O)NCc1ccccc1)[C@@H]2CO,0.0,3,-2,1,1,-0.1,-1,-2
CC(C)[C@H](NC(=O)N1c2ccccc2NC(=O)[C@@H]1C(C)C)C(=O)N1CCC[C@H]1C(=O)O,·,1,-1,15,-12,·,-2,9
O=C(CNC(=O)c1ccccc1O)N/N=C/c1cc(Br)ccc1OC(=O)/C=C/c1ccco1,0.0,·,-8,12,-27,·,-7,·
COc1cc(/C=N/NC(=O)c2cccc3ccccc23)ccc1OCC(N)=O,0.1,·,6,-2,-5,·,·,·
O=C1CC=Nc2ccc([N+](=O)[O-])cc21,0.5,7,-7,-5,-15,-0.2,-11,·
Cc1ccccc1C(=O)NCC(=O)NNC(=O)CCN1CCN(c2ccccc2)CC1,0.1,8,-2,-3,-13,·,14,2
O=C(CN(c1ccc([N+](=O)[O-])cc1)S(=O)(=O)c1ccccc1)N1CCCCC1,0.3,1,-8,-6,-5,·,-5,-11
COc1ccc([C@]2(C(C)C)ON(c3ccccc3C(F)(F)F)C2=O)cc1,-0.1,3,-1,-1,4,1.0,-1,-2
OC(COc1ccccc1CNCc1cccnc1)CN1CCc2ccccc2C1 (configuration not stated),0.4,·,-1,·,-92,-0.8,1,-9
COc1ccc(C(=O)c2[nH]c(N)c(C(=O)c3c[nH]c4ccccc34)c2-c2ccc(OC)cc2)cc1,0.4,·,0,0,-6,0.3,2,·
COc1ccc2c3c(n(C)c2c1)[C@@H](CO)N(C(=O)CN(C)C)CC31CCN(C(=O)C2CCC2)CC1,0.1,·,43,-5,18,0.2,0,·
CCOC(=O)c1ccc(NC(=S)N2CCC(O)CC2)cc1,-0.1,-5,0,10,5,·,0,21
CC(C)[C@@H](C)NC(=O)N(C)C[C@@H]1OCc2ccccc2-c2ccccc2C(=O)N([C@H](C)CO)C[C@@H]1C,-0.5,3,3,1,4,-0.5,6,2
CCOC(=O)c1[nH]c(C)c(C(=O)Nc2ccc(C)c(C)c2)c1C,0.3,0,2,-1,-10,0.0,-2,34
Cc1oc2cc(O)cc(O)c2c(=O)c1-c1ccc2c(c1)OCCCO2,·,6,-4&-17,12,-23,·,-1,27
Cc1noc(C)c1C(=O)N1CCC1(C)C(=O)NS(=O)(=O)c1ccccc1C(F)(F)F (configuration not stated),0.0,-7,-2,-2,-13,0.1,11,3
CCCCC(=O)Nc1nnc(SCC(=O)NCC2CCCO2)s1 (configuration not stated),0.0,-16,-5,-2,-5,·,-10,·
COc1ccc(CNC(=O)c2cc3ccccc3o2)cc1OC,0.1,-3,-1,-1,-2,·,-1,5
CSCC[C@H](NS(=O)(=O)c1ccc(C)cc1)C(=O)N1CCC(C(=O)N[C@@H](Cc2ccc(O)cc2)C(=O)O)CC1,·,-5,-4,4,-3,·,3,-12
O=C(C1=C(O)C(=O)N(CC2CCCO2)C1c1cccc(Cl)c1)c1ccco1 (configuration not stated),-0.1,-3,0,4,-11,·,-1,-12
C[C@@H]1CN([C@H](C)CO)C(=O)CCCn2cc(nn2)CO[C@@H]1CN(C)S(=O)(=O)c1cn(C)cn1,-0.4,9,9,-4,6,-0.3,1,1
O=C(N/N=C/c1c(F)c(F)c(F)c(F)c1F)c1cc(-c2ccccc2)nc2ccccc12,0.2,5,-1,2,6,0.1,2,2
FC(F)(F)c1ccc(C2[C@H]3CN(CC4CCCCC4)[C@H](c4ccccc4)C34CC2(c2cccnc2)C4)cc1 (some centres not stated),0.0,0,-8,0,-60,0.0,2,-1

# Grouped by structure: the entries above with fluorine
SMILES,XiGFP reactiv,RAD54 inh,S100A4 inh HTS,ERAP1 HTS inh,RAD52 inh,E-selectin induc,ERp5 block,esBAF inh
CN1CCN(C(=O)C[C@H]2C[C@@H]3c4cc(NC(=O)Nc5ccc(C(F)(F)F)cc5)ccc4O[C@@H]3[C@H](CO)O2)CC1,3.5,10,18,1,16,-0.1,3,0
O=C(Nc1cccc(C(F)(F)F)c1)c1cncs1,0.0,9,-2,-2,1,·,5,-9
Fc1cccc(Cc2c(-c3cccc(Br)c3)nc3c(Cl)cc(C(F)(F)F)cn23)c1,0.0,4,-2,11,-7,-0.1,2,13
O=C(C[C@H]1CC[C@@H]2[C@H](COC[C@H](O)CN2Cc2cccc(C(F)(F)F)c2)O1)NCCc1ccncc1,0.0,0,6,-1,3,0.8,-4,-3
C[C@H](CO)N1C[C@H](C)[C@@H](CN(C)C(=O)C2CCC2)Oc2ncc(-c3ccccc3F)cc2C1=O,-1.3,-6,5,-3,7,0.7,-4,-1
C[C@@H]1CN([C@H](C)CO)C(=O)c2ccccc2-c2ccccc2CO[C@@H]1CN(C)S(=O)(=O)CC(F)(F)F,·,1,0,-2,-2,·,-6,5
COc1ccc2c3c([nH]c2c1)[C@H](CO)N(C(=O)Nc1cccc(F)c1)CC31CN(CC2CC2)C1,0.1,·,12,2,2,0.1,1,·
CCN1[C@@H]2Cn3c(ccc(-c4ccccc4F)c3=O)[C@H]1[C@@H](C(=O)NCc1ccccc1)[C@@H]2CO,0.0,3,-2,1,1,-0.1,-1,-2
COc1ccc([C@]2(C(C)C)ON(c3ccccc3C(F)(F)F)C2=O)cc1,-0.1,3,-1,-1,4,1.0,-1,-2
Cc1noc(C)c1C(=O)N1CCC1(C)C(=O)NS(=O)(=O)c1ccccc1C(F)(F)F (configuration not stated),0.0,-7,-2,-2,-13,0.1,11,3
O=C(N/N=C/c1c(F)c(F)c(F)c(F)c1F)c1cc(-c2ccccc2)nc2ccccc12,0.2,5,-1,2,6,0.1,2,2
FC(F)(F)c1ccc(C2[C@H]3CN(CC4CCCCC4)[C@H](c4ccccc4)C34CC2(c2cccnc2)C4)cc1 (some centres not stated),0.0,0,-8,0,-60,0.0,2,-1
